Source: PubChem (National Center for Advancing Translational Sciences (NCATS))
Nrf2 block: blocks Nrf2 signaling; 2.1% of 360,000 active; AID 504444; Potency, µM (titrated, usually from 46 µM), for the others: top-dose activity change, negative = inhibition, actives largely listed as inhibitors; A549 ARE-Fluc reporter, luciferase luminescence, 18-24 h; note: potency is the fitted concentration of half-maximal effect; % is set by controls: 0 for no effect and ±100 for the full control effect; nearly all actives have a fitted effect of over 60% in size
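Quantitative HTS in A549 cells stably bearing an antioxidant response element-firefly luciferase construct. Inhibition of Nrf2-driven transcription was scored by luminescence after 18-24 h of compound exposure at 37 °C.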
S2 tox: cell viability loss in ATXN counter-screen; Potency, µM (highest dose often 56.7 µM), usual class: cytotoxic; 0.49% of 400,000 active; AID 651635; S2 cells (HEK-293 line with an ATXN2-luciferase reporter) viability, CellTiter-Fluor protease fluorescence, 24 h; note: potency is the fitted concentration of half-maximal effect; nearly all actives have a fitted effect of over 40% in size
TGFb SMAD3 inh: inhibitors of TGF-b signaling | HepG2 CAGA-GFP TGF-b/SMAD3 reporter, GFP fluorescence, 18 h; TGF-beta stimulated, 500 pg/mL final | Potency, µM (top dose mostly 46.1 µM), inactives show at the highest dose activity, negative = inhibition, usual class: inhibitors | 1.2% of 410,000 active | AID 588855; note: potency is the fitted concentration of half-maximal effect; % is set by controls: 0 for no effect and ±100 for the full control effect; nearly all actives have a fitted effect of over 65% in size
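Cell-based qHTS in HEPG2 carrying a CAGA-GFP Smad reporter; compounds added before 500 pg/mL final TGF-beta, 18 h incubation at 37 degrees C, GFP fluorescence quantified per cell by imaging cytometry.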
MCF10A rereplic: induces DNA re-replication in MCF 10a normal breast cells | MCF 10A DNA re-replication, Hoechst nuclear intensity, 48 h | Potency, µM (highest dose often 46.1 µM), inactives show top-dose activity, positive = re-replication, most hits filed as activators | AID 624296 | 2.9% of 350,000 active; note: potency is the fitted concentration of half-maximal effect; % of control where 0% means no effect; nearly all actives have a fitted effect of over 50% in size
ATXN2 expr inh: ATXN2 expression inhibition. AID 1745845. Potency, µM (titrated, usually from 57 µM), without a hit: top-dose activity change, negative = inhibition, hits mostly inhibitors. HEK-293 ATXN2-luciferase reporter, luminescence, 24 h. 0.72% of 360,000 active; note: potency is the fitted concentration of half-maximal effect; % is set by controls: 0 for no effect and ±100 for the full control effect; nearly all actives have a fitted effect of over 55% in size
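ATXN2-luciferase reporter cells (luciferase flanked by upstream and downstream ATXN2 gene portions) were treated 24 h at 37 °C with compounds at up to 57 uM. SteadyGlo luminescence gave expression; GF-AFC fluorescence gave viability.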
A549 tox: counter-screen for Nrf2 inhibitors: cytotoxicity in A549 cells. AID 504648. Potency, µM (titrated, usually from 46 µM), without a hit: top-dose activity change, negative = cytotoxicity, actives largely listed as inhibitors. 0.16% of 390,000 active. A549 ARE-Fluc cells, CellTiter-Fluor viability, 18-24 h; note: potency is the fitted concentration of half-maximal effect; % is set by controls: 0 for no effect and ±100 for the full control effect
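Cytotoxicity counterscreen: CellTiter-Fluor fluorescence was measured in A549 ARE_Fluc cells after 18-24 h of compound exposure in a concentration series. The subsequent BugLite luminescent read reports ARE-luciferase activity.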
IL1B secr inh: blocks inflammasome-driven IL-1 beta release. THP-1 LPS/ATP IL-1B secretion, AlphaLISA, 16 h; active compounds read low. activity change, % at 57.5 µM. 4.7% of 360,000 active. AID 743279; in the data active = activity change below about -50%; inconclusive = mostly about -30% to -49%; note: % is set by controls: 0 for no effect and ±100 for the full control effect
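THP-1 cells pretreated 1 hr with compounds (up to 57.5 uM final), then stimulated with LPS (250 ng/mL final) plus ATP (1.25 mM final); secreted IL-1B measured by AlphaLISA after 16 hr, decreased signal indicating inhibition.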
HepG2 viability: counter-screen for TGF-b inhibitors: cytotoxicity in HepG2 cells; HepG2 CAGA-GFP viability, ATP luminescence, 18 h; AID 588856; 0.76% of 410,000 active; Potency, µM (doses to about 46.1 µM), for inactives: at the top dose activity change, negative = cytotoxicity, hits mostly cytotoxic; note: potency is the fitted concentration of half-maximal effect; some results filed as inactive show a strong effect at the top dose
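CellTiter-Glo luminescence gave cytotoxicity after 18 hours at 37 degrees C. The cells were HepG2 CAGA-GFP in 1% FBS DMEM, stimulated with 500 pg/mL TGF-beta after compound addition. %Activity was normalised to no-cell wells (complete cell-killing) and DMSO (no toxicity), and curves were fitted and classified.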
Nrf2 ARE act: Nrf2 pathway activation. AREc32 ARE-luciferase reporter (MCF7-derived line), luminescence, 24 h. Potency, µM (series often up to 46.1 µM), inactives show at the top dose activation, usual class: activators. 0.31% of 410,000 active; note: potency is the fitted concentration of half-maximal effect; % of control where 0% means no effect; nearly all actives have a fitted effect of over 65% in size
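Each well held 1000 AREc32 cells, which were incubated with compound for 24 hr at 37 deg C after overnight attachment, and ARE reporter activity was quantified by firefly luciferase luminescence.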
Starred values were filed as active, the others as inactive; i = inactive; ? = inconclusive; · = no result given; [ ] = dose if it differs, or a comment. Unless noted, calls come from the whole dose curve; as a rule, active = well fitted curve in the direction sought with a large enough effect; inconclusive = small, poorly fitted or top-dose-only effect, or another doubt; inactive = no such curve, though single readings can be large; an effect the other way counts as inactive or inconclusive.

[1] O=C(NCc1ccco1)c1cc(-c2ccc(Cl)cc2)on1
[2] COc1ccc(-n2cnnc2SCC(=O)c2cc(C)n(Cc3cccs3)c2C)cc1
[3] Cc1ccc(CS(=O)Cc2ccc(C(=O)NC3CCCCC3)o2)cc1 (stereo unspecified)
[4] COC(=O)[C@]1(C)N[C@H](CN(C)S(=O)(=O)c2ccc(C(C)(C)C)cc2)[C@@H]2C(=O)N(C)C(=O)[C@@H]21
[5] CCCCn1c(N)c(N(C(=O)CSc2nnc(C)n2-c2ccccc2)C2CCCC2)c(=O)[nH]c1=O
[6] CCCCN(CC)S(=O)(=O)N1CCC(C(=O)NCc2ccc(F)cc2)CC1
[7] CCN(CC)C(=O)[C@H]1C[C@H](CC(=O)NCCCN(C)C)C(=O)N2CCc3c([nH]c4cc(-c5ccco5)ccc34)[C@]12C
[8] CCNC(=O)Nn1c(-c2ccccc2)nc2ccccc2c1=O

Screen / compound no.	1	2	3	4	5	6	7	8
Nrf2 block	·	4%	-23%	5%	11%	-28%	11%	-21%
S2 tox	i	i	i	i	i	?	i	i
TGFb SMAD3 inh	1%	-8%	17%	15%	-13%	-12%	-1%	9%
MCF10A rereplic	-21%	?	3%	-8%	-1%	-13%	-13%	-4%
ATXN2 expr inh	6%	31%	4%	0%	6%	-8%	6%	2%
A549 tox	-3%	1%	3%	1%	3%	-9%	-17%	?
IL1B secr inh	0	-65*	-8	13	44	-25	-18	-2
HepG2 viability	-7%	-18%	-2%	11%	0%	3%	-29%	1%
Nrf2 ARE act	0.0%	3.2%	0.1%	0.5%	-0.7%	-0.3%	20%	-0.6%

[9] COc1ccc(C)cc1C(=O)CCC(=O)N1CCN(c2ccccc2F)CC1
[10] CCCn1c(SCC(=O)NCc2ccc(F)cc2)n[nH]c1=O
[11] O=C(COc1coc(CN2CCc3ccccc3C2)cc1=O)Nc1ccccc1F
[12] COc1ccc(CCC(=O)OCC(=O)NC2CCCC2)cc1OC
[13] CCOC(=O)CSc1nc2c(cnn2-c2ccc(F)cc2)c(=O)[nH]1
[14] Cc1ccc(-c2csc(NC(=O)c3cccc(S(=O)(=O)N4CCN(C)CC4)c3)n2)cc1
[15] O=C(CSc1nc2c(c(=O)n1-c1ccc(F)cc1)SCC2)Nc1ccc2c(c1)OCO2
[16] CCCS(=O)(=O)N1CCC(C(=O)c2cccc(C(F)(F)F)c2)CC1

Screen / compound no.	9	10	11	12	13	14	15	16
Nrf2 block	-23%	-6%	?	·	-26%	-19%	?	-52%
S2 tox	i	i	i	i	i	i	i	?
TGFb SMAD3 inh	-3%	7%	9%	?	-1%	-25%	-5%	31%[activator]
MCF10A rereplic	5%	-4%	8%	·	1%	7%	1%	9%
ATXN2 expr inh	-9%	-5%[11.3 µM]	-11%	·	5%	-28%	-2%	-4%
A549 tox	1%	8%	8%	·	0%	-6%	-2%	-26%
IL1B secr inh	-12	1	-11	-6	49	15	-16	13
HepG2 viability	-24%	5%	-25%	-60%	-48%	-24%	-1%	-15%
Nrf2 ARE act	2.3%	-0.2%	0.2%	-0.3%	0.9%	2.6%	0.2%	-0.3%

[17] COc1ccc(C(=O)CC2SC(N)=NC2=O)cc1 (stereo unspecified)
[18] COC(=O)Cc1ccc(Oc2ncc(C(F)(F)F)cc2Cl)cc1
[19] CC1(C(=O)NS(=O)(=O)c2ccccc2Cl)CCN1C(=O)C1CC1 (stereo unspecified)
[20] CC(C)c1ccc(NC(=O)c2ccc(-c3ccnn3C)c3ccoc23)cc1
[21] CC/C(=N\NC(=O)c1c(C)nc2ccccn12)c1ccccc1
[22] COC(=O)c1cc(NC(=O)c2cc(-c3ccc(C(F)(F)F)cc3)oc2C(F)(F)F)ccc1N1CCOCC1
[23] CCOC(=O)c1ccc(-c2ccc(/C=C(\C#N)C(=O)NCC3CCCO3)o2)cc1 (stereo unspecified)
[24] CCc1cc2c(cc3c(=O)n(CC(=O)NCCCN4CCCCCC4)nc(CC)n32)s1

Screen / compound no.	17	18	19	20	21	22	23	24
Nrf2 block	4%	-2%	·	·	-3%	-7%	?	19%
S2 tox	i	i	i	?	i	i	·	i
TGFb SMAD3 inh	0%	20%	8%	24%	-7%	?	3%	10%
MCF10A rereplic	3%	7%	·	·	5%	22%	14%	-13%
ATXN2 expr inh	2%	-14%	5%	?	-10%	?	14%	·
A549 tox	-11%	6%	·	·	3%	0%	13%	-2%
IL1B secr inh	3	-22	5	15	22	0	0	-7
HepG2 viability	9%	19%	1%	-45%	4%	-2%	-7%	1%
Nrf2 ARE act	0.3%	-0.2%	0.0%[9.22 µM]	4.9%	-0.4%	0.4%	3.6%	-1.6%

[25] Cc1ccc(S(=O)(=O)N(C)CC(=O)OCC(=O)NCCN2C(=O)CSC2=O)cc1
[26] CCc1nc2ccc(C(=O)Nc3ccc(NC(C)=O)cc3)cn2c1N(C)C(=O)Cc1ccccc1
[27] O=c1c2cccnc2[nH]c(=S)n1Cc1ccccc1
[28] COc1ccc(N2CCN(C(=O)CCc3nc(-c4ccc(C)cc4)no3)CC2)cc1
[29] C=CCOC(=O)c1ccc(N2CCN(c3ccccc3)CC2)nc1
[30] Cc1ccc(CN2C(=O)CCC2C(=O)NCc2ccc(F)cc2)cc1 (stereo unspecified)
[31] c1ccc(NCc2nc3ccccc3n2CCOc2ccccc2)cc1
[32] Cc1ccc(CNC(=O)[C@H]2C[C@@H]2[C@H](NP(=O)(c2ccccc2)c2ccccc2)c2ccccc2)o1

Screen / compound no.	25	26	27	28	29	30	31	32
Nrf2 block	6%	·	5%	-19%	?	-10%	7%	3%
S2 tox	i	i	i	i	i	i	i	i
TGFb SMAD3 inh	-2%	13%	-1%	-11%	-7%	6%	3%	-2%
MCF10A rereplic	1%	·	8%	13%	13%	-1%	3%	3%
ATXN2 expr inh	-32%	-3%	-7%	-11%	-3%	3%	34%[activator]	4%
A549 tox	-6%	·	-3%	-13%	1%	-2%	13%	-1%
IL1B secr inh	2	-9	15	8	-1	19	-11	13
HepG2 viability	0%	26%	15%	-18%	-3%	-6%	37%	0%
Nrf2 ARE act	-0.6%	-0.7%	0.0%	-0.5%	1.5%	1.0%	2.4%[9.22 µM]	7.9%

Just TGFb SMAD3 inh, IL1B secr inh and HepG2 viability (3 entries from above):
cpd | SMILES | TGFb SMAD3 inh | IL1B secr inh | HepG2 viability
28 | COc1ccc(N2CCN(C(=O)CCc3nc(-c4ccc(C)cc4)no3)CC2)cc1 | -11% | 8 | -18%
29 | C=CCOC(=O)c1ccc(N2CCN(c3ccccc3)CC2)nc1 | -7% | -1 | -3%
30 | Cc1ccc(CN2C(=O)CCC2C(=O)NCc2ccc(F)cc2)cc1 (stereo unspecified) | 6% | 19 | -6%

Further entries follow:
[33] CCOC(=O)c1nc(NNC(=O)c2ccc([N+](=O)[O-])cc2)sc1C
[34] Cc1cccc(-n2ncc3c(=O)[nH]c(SCC(=O)NCCC4=CCCCC4)nc32)c1
[35] COc1ccc(OCCN(C)C(=O)c2cccc(S(=O)(=O)N(C)c3ccccc3)c2)cc1
[36] COc1cccc(N(C(=O)CNC(=O)c2ccco2)C(C(=O)NC2CCCC2)c2ccco2)c1 (stereo unspecified)
[37] CCSc1nc2ccccc2n1S(=O)(=O)c1ccccc1
[38] COc1ccc(CCN2CCCC(CN(C)C(=O)c3ccoc3)C2)cc1 (stereo unspecified)
[39] O=C(O)Cc1ccc(OCc2ccc(Cl)nc2)cc1
[40] O=C1Nc2ccccc2C12NCCc1c2[nH]c2ccccc12 (stereo unspecified)

Screen / compound no.	33	34	35	36	37	38	39	40
Nrf2 block	?	1%	-5%	-6%	15%	?	-3%	14%
S2 tox	?	i	i	i	i	i	i	i
TGFb SMAD3 inh	?	1%	?	-5%	-3%	3%	7%	-3%
MCF10A rereplic	25%	0%	?	2%	16%	10%	3%	5%
ATXN2 expr inh	?	8%	-17%	-16%	7%	77%[activator]	-5%	-5%
A549 tox	?	-5%	5%	0%	1%	3%	2%	16%
IL1B secr inh	-7	15	?	-20	1	-26	16	5
HepG2 viability	-55%	10%	-4%	-8%	1%	-5%	3%	-11%
Nrf2 ARE act	-1.1%	0.0%	-0.7%	-0.5%	0.2%	3.3%	0.0%	-0.5%

[41] COCCN(C(=O)COC(=O)c1ccc(Cl)nc1)c1c(N)n(Cc2ccccc2)c(=O)[nH]c1=O
[42] CSc1nc2nc(-c3ccc(F)cc3)c(CCN3CCN(C)CC3)cn2n1
[43] Cc1cccnc1NC(=O)CSc1nnc(CNC(=O)c2cccc([N+](=O)[O-])c2)n1C
[44] CCOC(=O)CCC(=O)N1CCOCCOCCN(C(=O)CCC(=O)OCC)CCOCC1
[45] Cc1c(C(=O)OC(C)C)sc(N)c1C(=O)OC(C)C
[46] CC1=CC=CC2=NC(=O)CC(C)(C(=O)N(CC(=O)NC3CCCC3)c3ccccc3C)N12 (stereo unspecified)
[47] COc1ccc(CN2CCn3nc(C(=O)NC4CC4)cc3C2=O)cc1

Screen / compound no.	41	42	43	44	45	46	47
Nrf2 block	-21%	-8%	-1%	8%	5%	1%	10%
S2 tox	i	i	i	i	i	i	i
TGFb SMAD3 inh	8%	2%	0%	1%	0%	12%	-3%
MCF10A rereplic	-2%	-3%	9%	3%	?	8%	-1%
ATXN2 expr inh	36%	2%	2%	2%	16%	-1%	-11%[11.3 µM]
A549 tox	-2%	0%	1%	-4%	1%	-4%	2%
IL1B secr inh	24	-3	10	-16	-61*	-2	31
HepG2 viability	10%	0%	6%	-6%	-38%	6%	1%
Nrf2 ARE act	-0.6%	-0.8%	0.4%	-0.7%	3.6%	-0.6%	0.1%
